Nrf2 ARE act: Nrf2 pathway activation | AREc32 ARE-luciferase reporter (MCF7-derived line), luminescence, 24 h | Potency, µM (top dose mostly 46.1 µM), inactives show top-dose activation, most hits filed as activators | 410,000 tested, 0.31% active; note: potency is the fitted concentration of half-maximal effect; % of control where 0% means no effect; nearly all actives have a fitted effect of over 65% in size
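Quantitative high-throughput format: AREc32 reporter cells, 1000 per well, received compound by pin transfer and were incubated 24 hr at 37 deg C, 5% CO2, before Steady-Glo luminescence detection.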
IL2 activator: activators of IL-2. activation, % (series mostly up to about 46 µM). IL-2 activation reporter assay, cell-based qHTS; stimulated with anti-CD3/CD4/CD28 beads; in transgenic mouse T cells. 360,000 tested, 0.065% active. AID 652025; in the data active = activation above about 50%; inconclusive = mostly about 30% to 49%; note: 0% is about no effect
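Quantitative HTS in unstimulated transgenic mouse T cells, with memory T cells as non-tolerant control and PMA/ionomycin as tolerance-bypass control. Compound pretreatment lasted 60 minutes before 18 h bead stimulation; EGFP/DsRed fluorescence read.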
A549 viability: kills or reduces viability of A549 cells in Nrf2 counter-screen; A549 ARE-Fluc cells, CellTiter-Fluor viability, 18-24 h; Potency, µM (titrated, usually from 46 µM), for inactives: at the highest dose activity change, negative = cytotoxicity, hits mostly inhibitors; 390,000 tested, 0.16% active; AID 504648; note: potency is the fitted concentration of half-maximal effect; % is set by controls: 0 for no effect and ±100 for the full control effect
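A549 ARE-Fluc cells in 5% FBS OPTI-MEM, 5000 cells/well, rested 2 h then exposed to compounds in concentration-response for 18-24 h at 37 °C. Viability by CellTiter-Fluor fluorescence (Ex 405/Em 525) after 30 min; luciferase luminescence (BugLite, 15 min, RT) read afterwards.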
ATXN viability: viability counter-screen for ATXN expression inhibitors | S2 cells (HEK-293 line with an ATXN2-luciferase reporter) viability, CellTiter-Fluor protease fluorescence, 24 h | Potency, µM (titrated, usually from 56.7 µM), hits mostly cytotoxic | 400,000 tested, 0.49% active | AID 651635; note: potency is the fitted concentration of half-maximal effect; nearly all actives have a fitted effect of over 40% in size
TGFb inhibitor: TGF-b pathway inhibition; HepG2 CAGA-GFP TGF-b/SMAD3 reporter, GFP fluorescence, 18 h; TGF-beta stimulated, 500 pg/mL final; Potency, µM (titrated, usually from 46.1 µM), inactives show at the highest dose activity, negative = inhibition, most hits filed as inhibitors; 410,000 tested, 1.2% active; AID 588855; note: potency is the fitted concentration of half-maximal effect; % is set by controls: 0 for no effect and ±100 for the full control effect; nearly all actives have a fitted effect of over 65% in size
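Per well, imaged GFP fluorescence of HEPG2 CAGA-GFP cells gives the signal; cells get compound, then TGF-beta (500 pg/mL final), 18 h at 37 degrees C; %Activity versus -TGF-beta and +DMSO controls.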
HepG2 tox: HepG2 cytotoxicity, counter-screen for TGF-b inhibitors; Potency, µM (series often up to 46.1 µM), for the others: at the top dose activity change, negative = cytotoxicity, actives largely listed as cytotoxic; HepG2 CAGA-GFP viability, ATP luminescence, 18 h; 410,000 tested, 0.76% active; note: potency is the fitted concentration of half-maximal effect; some results filed as inactive show a strong effect at the top dose
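HepG2 CAGA-GFP cells (1000/well, DMEM with 1% FBS) received compound, then TGF-beta at 500 pg/mL final, and were incubated 18 hours at 37 degrees C. Viability was read by CellTiter-Glo luminescence. Media-only wells were set as complete cell-killing and DMSO as no toxicity.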
EPAC2 ag: agonists of human EPAC2 (RAPGEF4) | EPAC2 activation, biochemical qHTS; response scale: 100% = 6.5 mM cAMP response | 360,000 tested, 0.079% active | Potency, µM (series often up to 154 µM), for inactives: at the highest dose activation, hits mostly activators | Q8WZA2; note: potency is the fitted concentration of half-maximal effect; nearly all actives have a fitted effect of over 50% in size
Target sequence (Q8WZA2 whole entry, looked up): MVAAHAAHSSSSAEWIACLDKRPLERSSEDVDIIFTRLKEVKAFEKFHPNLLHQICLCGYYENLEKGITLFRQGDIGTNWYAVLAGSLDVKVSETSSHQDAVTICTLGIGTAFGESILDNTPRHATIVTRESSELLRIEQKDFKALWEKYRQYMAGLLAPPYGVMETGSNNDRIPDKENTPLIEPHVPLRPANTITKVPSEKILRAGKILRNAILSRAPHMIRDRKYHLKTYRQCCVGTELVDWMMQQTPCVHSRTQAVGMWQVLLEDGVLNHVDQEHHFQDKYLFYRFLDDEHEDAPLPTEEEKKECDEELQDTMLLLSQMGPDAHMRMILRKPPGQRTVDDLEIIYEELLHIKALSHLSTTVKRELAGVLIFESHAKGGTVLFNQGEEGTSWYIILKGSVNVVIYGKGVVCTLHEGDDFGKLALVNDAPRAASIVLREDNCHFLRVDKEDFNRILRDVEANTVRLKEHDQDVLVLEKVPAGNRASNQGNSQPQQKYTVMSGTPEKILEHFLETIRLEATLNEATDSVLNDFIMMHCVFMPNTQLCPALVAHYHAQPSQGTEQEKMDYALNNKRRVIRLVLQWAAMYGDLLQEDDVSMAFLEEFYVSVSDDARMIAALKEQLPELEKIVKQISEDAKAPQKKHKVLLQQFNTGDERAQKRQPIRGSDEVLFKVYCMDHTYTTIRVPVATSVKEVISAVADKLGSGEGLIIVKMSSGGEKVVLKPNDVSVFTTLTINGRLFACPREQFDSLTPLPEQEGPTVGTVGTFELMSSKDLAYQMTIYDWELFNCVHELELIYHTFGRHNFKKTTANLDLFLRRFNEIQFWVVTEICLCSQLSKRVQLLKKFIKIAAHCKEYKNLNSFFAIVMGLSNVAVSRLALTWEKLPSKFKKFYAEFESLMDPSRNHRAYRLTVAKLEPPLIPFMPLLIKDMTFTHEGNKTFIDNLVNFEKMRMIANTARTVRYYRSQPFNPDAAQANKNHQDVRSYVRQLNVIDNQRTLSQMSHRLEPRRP
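In this primary screen, activation is scored as increased exchange of BODIPY-GDP from Rap1B by 100 nM EPAC2, with 50 uM GDP as competitor. Signal is normalized to the 6.5 mM cAMP agonist control.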
ATXN2 expr inh: inhibitors of ATXN2 expression | HEK-293 ATXN2-luciferase reporter, luminescence, 24 h | Potency, µM (top dose mostly 57 µM), inactives show at the highest dose activity change, negative = inhibition, most hits filed as inhibitors | 360,000 tested, 0.72% active; note: potency is the fitted concentration of half-maximal effect; % is set by controls: 0 for no effect and ±100 for the full control effect; nearly all actives have a fitted effect of over 55% in size
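ATXN2-luciferase reporter cells (luciferase flanked by upstream and downstream ATXN2 gene portions) were treated 24 h at 37 °C with compounds at up to 57 uM. SteadyGlo luminescence gave expression; GF-AFC fluorescence gave viability.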
Nrf2 block: inhibitors of Nrf2 signaling; Potency, µM (titrated, usually from 46 µM), without a hit: at the top dose activity change, negative = inhibition, actives largely listed as inhibitors; A549 ARE-Fluc reporter, luciferase luminescence, 18-24 h; 360,000 tested, 2.1% active; AID 504444; note: potency is the fitted concentration of half-maximal effect; % is set by controls: 0 for no effect and ±100 for the full control effect; nearly all actives have a fitted effect of over 60% in size
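Two sequential reads on A549 ARE_Fluc cells exposed to compound for 18-24 h: a CellTiter-Fluor fluorescence read for viability, then a luciferase luminescence read for Nrf2/ARE activity.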
Numbers without * were called inactive; i = inactive; ? = inconclusive; / = no result given; [ ] = another dose, or the depositor's remark. Unless noted, calls come from the whole dose curve; as a rule, active = well fitted curve in the direction sought with a large enough effect; inconclusive = small, poorly fitted or top-dose-only effect, or another doubt; inactive = no such curve, though single readings can be large; an effect the other way counts as inactive or inconclusive. Hits appear at their usual frequency; overall some 4.3% were active at least once.

SMILES	Nrf2 ARE act	IL2 activator	A549 viability	ATXN viability	TGFb inhibitor	HepG2 tox	EPAC2 ag	ATXN2 expr inh	Nrf2 block
COc1ccc(C(CNC(=O)c2cccc(S(=O)(=O)N3CCCCC3)c2)N2CCCC2)cc1 (stereo not given)	-0.7%	-0.6	2%	i	-11%	-9%	5%	-16%	4%
CCn1c(SCC(=O)N(C)C2CCS(=O)(=O)C2)nnc1-c1cccs1 (stereo not given)	0.5%	-1.7	-4%	i	5%	-6%	-1%	3%[11.3 µM]	-1%
C=CCc1ccc(OCC(O)COCC)c(OC)c1 (stereo not given)	0.2%	-0.1	7%	i	0%	-4%	6%	26%	?
CCCC(=O)OCc1cnc(C)c2oc(=O)c(C(=O)Nc3cccc(C(F)(F)F)c3)cc12	1.1%	/	-1%	i	1%	-4%	/	7%	/
COCCN(CCOC)S(=O)(=O)c1ccc(C(=O)Nc2ccc([N+](=O)[O-])cc2OC)cc1	1.8%	-1.1	-3%	i	10%	-6%	-13%	3%	-10%
CC(C)CN(CCCNC(=O)c1cn(C)c2ccc(S(=O)(=O)N(C)C3CCCCC3)cc2c1=O)CC(C)C	-0.1%	/	-2%	i	0%	-36%	/	7%	-1%
CCOc1ccc(C2=Nn3cnnc3SC2)cc1	2.6%	-2.3	/	i	-1%	-7%	9%	8%	?
O=C(Nc1ccc(NC(=O)c2sc3ccccc3c2Cl)cc1Cl)c1ccco1	4.2%	-4.3	-7%	i	-32%	-26%	7%	-32%	?
CCC(=O)c1ccc(OCc2ccc(C(=O)OC)o2)c(OC)c1	2.1%	3.1	-5%	i	-7%	-10%	-12%	8%	?
CCN1CCN(C(=S)Nc2ccccc2Cl)CC1	-0.7%	-3.7	2%	i	-4%	-58%	-5%	5%	-6%
Cc1cc(Cl)nc2c(C(C)C)cccc12	-0.5%	-1.8	1%	i	4%	3%	5%	-2%	3%
CCOc1ccc(NC(=O)Nc2ccc3nsnc3c2)cc1	2.2%	-0.1	0%	i	-20%	-9%	4%	19%	12%
CCSc1nnc([C@H](Cc2c[nH]c3ccccc23)NC(=O)OC(C)(C)C)o1	2.8%	-2.1	-3%	i	-28%	-6%	10%	5%	?
CCOC(=O)c1cccc(NC(=O)c2cc3sccc3n2C)c1	3.0%	-2.5	-30%	i	1%	-21%	10%	16%	?
CCC(C)(C(=O)NC1CCCCC1)N(Cc1cccs1)C(=O)CC1NC(=O)NC1=O (stereo not given)	-0.5%	-2.3	-10%	i	-13%	-7%	9%	-2%	-8%

Six structures already listed, sorted by heavy-atom count, rising:
SMILES	Nrf2 ARE act	IL2 activator	A549 viability	ATXN viability	TGFb inhibitor	HepG2 tox	EPAC2 ag	ATXN2 expr inh	Nrf2 block
CCOc1ccc(C2=Nn3cnnc3SC2)cc1	2.6%	-2.3	/	i	-1%	-7%	9%	8%	?
CCOc1ccc(NC(=O)Nc2ccc3nsnc3c2)cc1	2.2%	-0.1	0%	i	-20%	-9%	4%	19%	12%
CCn1c(SCC(=O)N(C)C2CCS(=O)(=O)C2)nnc1-c1cccs1 (stereo not given)	0.5%	-1.7	-4%	i	5%	-6%	-1%	3%[11.3 µM]	-1%
CCC(C)(C(=O)NC1CCCCC1)N(Cc1cccs1)C(=O)CC1NC(=O)NC1=O (stereo not given)	-0.5%	-2.3	-10%	i	-13%	-7%	9%	-2%	-8%
CCCC(=O)OCc1cnc(C)c2oc(=O)c(C(=O)Nc3cccc(C(F)(F)F)c3)cc12	1.1%	/	-1%	i	1%	-4%	/	7%	/
COc1ccc(C(CNC(=O)c2cccc(S(=O)(=O)N3CCCCC3)c2)N2CCCC2)cc1 (stereo not given)	-0.7%	-0.6	2%	i	-11%	-9%	5%	-16%	4%

More results follow:
SMILES	Nrf2 ARE act	IL2 activator	A549 viability	ATXN viability	TGFb inhibitor	HepG2 tox	EPAC2 ag	ATXN2 expr inh	Nrf2 block
O=C(NCC1CCCO1)c1onc(CSc2ccc(F)cc2)c1C(=O)O (stereo not given)	-1.2%	0.4	-2%	i	33%	7%	2%	4%	13%
CCN1CCN(CC(=O)NC2CCCC2)C(=O)C1=O	0.1%	-2.2	-3%	i	-26%	-17%	12%	-9%	14%
CN(C(=O)CSc1ncnc2sccc12)C1CCCCC1	18%	-2.8	0%	i	5%	3%	1%	58%[activator]	?
O=[N+]([O-])c1cccnc1N1CCOCC1	-0.1%	1.2	-8%	i	-24%	-1%	-3%	-21%	/
C/[N+]([O-])=C\CC(=O)c1ccc(-c2ccccc2)cc1	0.4%	0.3	8%	i	18%	9%	16%	-6%[11.3 µM]	-3%
CCC(=O)N1CCc2cc(S(=O)(=O)NCCC(=O)Nc3ccc(OC)c(OC)c3)ccc21	-0.1%	/	15%	i	45%	17%	/	6%	11%
Cc1cc(C)c2sc(N(CCN(C)C)C(=O)c3ccc4ccccc4c3)nc2c1	4.0%	1.1	8%	i	19%	2%	26%	/	-7%
CC1CC(=S)Nc2ccccc2N1C(=O)Nc1ccccc1 (stereo not given)	-0.4%	1.2	6%	i	-2%	-36%	6%	6%	1%
Cc1cc(C)c2oc(C(=O)Nc3c(C)n(C)n(-c4ccccc4)c3=O)cc(=O)c2c1	-0.1%	/	-2%	i	25%	20%	/	-4%	1%
CCN(CC(=O)Nc1ccc2c(c1)OCCO2)C(=O)COc1cc(C)ccc1Cl	2.4%	1.6	2%	i	1%	7%	9%	10%	2%
N=c1c2c(-c3ccccc3)c(-c3ccccc3)oc2ncn1Cc1ccco1	6.6%	-0.6	-16%	i	?	-64%	7%	-13%	-12%
C[C@H](NC(=O)N1CCn2c1nc1ccccc12)C(=O)NC1CCCCC1	0.1%	-1.8	-5%	i	-2%	10%	4%	-4%	1%
CCOC(=O)CC(NC(=O)CCS(=O)(=O)c1ccc2c(c1)n(C)c(=O)c(=O)n2C)c1ccc(C)cc1 (stereo not given)	-0.5%	-2.8	4%	i	-2%	8%	0%	5%	12%
Cc1cccc(C(=O)N/N=C2\CS(=O)(=O)N(C)c3ccsc32)c1	3.6%	-1.5	-6%	i	-2%	-6%	14%	?	?
CC(C)c1cccc(-c2ccc3c(c2)S(=O)(=O)c2cccc(C(=O)NC4CCCC4)c2C3=O)c1	-0.3%	0.0	11%	i	5%	-4%	1%	5%	13%
CCOc1ccccc1OCCCC(=O)N1CCN(S(=O)(=O)c2cccc(F)c2)CC1	-0.3%	-1.4	17%	i	-24%	2%	8%	7%	-12%
N#Cc1c(N2CCN(C(=O)c3ccccc3)CC2)nc(-c2ccccc2)c2c1CCCC2	3.2%	-0.4	?	i	?	-4%	13%	-9%	-66%
Cc1ccccc1OCc1nnc(SCCN2CCCC2)n1-c1ccccc1	2.8%	-0.3	?	i	-26%	-33%	-2%	-14%	?
COc1cc(CN2c3ccccc3C(=O)CS2(=O)=O)cc(OC)c1	-1.0%	0.1	2%	i	?	-1%	13%	15%	18%
CCCCNC(=O)CCn1nc(-c2ccc(C)cc2)c2ccccc2c1=O	-0.9%	0.7	2%	i	?	-5%	-2%	4%	-5%
Cc1ccc(/C=N/NC(=O)CCn2nc(C)cc2C)c(C)c1	0.5%	-1.2	-14%	i	2%	9%	11%	19%	-2%
CCCCOC(=O)CCc1nc2ccccc2[nH]c1=O	-0.6%	-0.5	1%	i	1%	-19%	5%	-3%	-11%
Cn1c(SCc2c(Cl)cccc2Cl)nc(C(F)(F)F)cc1=O	-1.4%	-2.7	5%	i	29%	14%	7%	-14%	/
CCOC(=O)N1CCN(C(=O)COC(=O)c2ccc(S(=O)(=O)N(CC)CC)cc2)CC1	0.4%	0.1	2%	i	-22%	3%	-4%	3%	7%
O=C(c1cccs1)N(Cc1ccco1)c1ccc(O)cc1	/	/	3%	/	13%	1%	/	/	-17%
O=C(CSc1nc(-c2ccccc2Cl)ns1)c1ccc(Cl)cc1	5.3%	-1.9	18%	i	?	-6%	15%	-10%	1%
Clc1ccc(C2=NNC(=NCC3CCCO3)SC2)cc1 (stereo not given)	4.7%	0.0	-1%	i	-13%	-18%	6%	2%	?
Cc1cccc(C(=O)NCC(=O)NCCCSc2ccccc2)c1	0.3%	-1.1	0%	?	-8%	-13%	2%	-12%	-8%
COc1ccc(-n2nc(C(=O)NCCc3ccc(Cl)cc3)c3c4ccccc4n(C)c3c2=O)cc1Cl	-0.1%	/	6%	i	-6%	-8%	/	8%	10%
CCOC(=O)c1[nH]c2ccc(OC)cc2c1NC(=O)CCN1CCCC(C)C1 (stereo not given)	-0.2%	0.8	-3%	i	13%	12%	-2%	-6%	/
O=C(CSc1nc(O)c(Cc2ccccc2)c(=O)[nH]1)c1ccccc1	6.0%	-2.4	-11%	i	-2%	3%	2%	0%	2%
COc1ccc(Nc2c(-c3ccc(C)o3)nc3ccc(Cl)cn23)cc1	4.0%	/	-3%	i	0%	-25%	/	2%	11%[9.27 µM]
CC(C)=CCCC(C)=CCN1C(=O)CN(C)C1=O	0.2%	2.8	/	i	8%	-1%	-7%	/	/
OC(c1ccc(-c2ccccc2)cc1)c1ncc(-c2ccccc2F)[nH]1 (stereo not given)	0.6%	0.0	/	?	?	-46%	15%	-8%	/
